# NPSR antagonist: neuropeptide S receptor (human) antagonism, cAMP. Potency, µM (series often up to 38.3 µM), for inactives: at the highest dose activity change, negative = inhibition, hits mostly inhibitors. Q6W5P4. hit rate 1% among 220,000. AID 1461. CHO-NPSR cells, cAMP TR-FRET, antagonist mode; also: % is scaled to controls: 0 for no effect and ±100 for the full control effect; nearly all actives have a fitted effect of over 50% in size; many of its hits are not listed in these tables
# ALDH1A1 inh: blocks purified human ALDH1A1 activity | P00352 | Purified ALDH1A1, NADH fluorescence, propionaldehyde substrate | hit rate 7.3% among 220,000 | Potency, µM (series often up to 75.3 µM), without a hit: top-dose activity, negative = inhibition, actives largely listed as inhibitors; active = well fitted inhibition curve with a large enough effect, not every such curve was filed as active; inconclusive = small, poorly fitted or top-dose-only effect, or another doubt; inactive = no such curve, though single readings can be large or run the other way;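 also: plate controls were no enzyme wells and a reference inhibitor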
# Target sequence (P00352 whole entry, looked up): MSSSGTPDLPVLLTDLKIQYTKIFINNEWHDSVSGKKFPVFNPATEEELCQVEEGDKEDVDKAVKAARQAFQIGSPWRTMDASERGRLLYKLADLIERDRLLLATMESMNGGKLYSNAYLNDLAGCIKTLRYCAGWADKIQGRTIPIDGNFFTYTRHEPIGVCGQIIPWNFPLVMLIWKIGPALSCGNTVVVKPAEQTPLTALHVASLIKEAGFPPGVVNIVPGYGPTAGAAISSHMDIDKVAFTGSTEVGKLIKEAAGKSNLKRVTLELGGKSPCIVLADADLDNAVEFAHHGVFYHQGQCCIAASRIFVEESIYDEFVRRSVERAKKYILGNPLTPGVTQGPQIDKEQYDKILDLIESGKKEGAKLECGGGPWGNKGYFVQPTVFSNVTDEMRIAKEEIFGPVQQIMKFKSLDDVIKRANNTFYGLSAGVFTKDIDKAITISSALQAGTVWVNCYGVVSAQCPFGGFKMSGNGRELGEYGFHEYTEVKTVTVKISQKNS
# Epigenetic derep: derepresses silenced GFP reporter in murine cells; murine LDR cells, GFP reporter derepression, 30 h; Potency, µM (top dose mostly 53.9 µM), inactives show at the top dose GFP activation, hits mostly activators; hit rate 0.2% among 280,000; also: % of control where 0% means no effect; nearly all actives have a fitted effect of over 60% in size
#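 Derepression of a silenced CMV-GFP reporter in murine LDR cells is scored by enumerating GFP-positive cells with a laser-scanning microplate cytometer after 30 hours of treatment at 37 C.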
# GAA glycogen mod: inhibitors or activators of human alpha-glucosidase glycogen cleavage; recombinant GAA, glycogen substrate, Amplex Red glucose oxidase fluorescence; AID 2100; P10253; hit rate 0.38% among 300,000; Potency, µM (highest dose often 76.4 µM), without a hit: top-dose activity change, negative = inhibition, hits mostly inhibitors;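 also: 0% = full enzyme reaction and -100% = no-enzyme basal signal; the screen sought inhibitors and activators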
#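 Recombinant human alpha-glucosidase (4 nM final) hydrolysed bovine liver glycogen (30 ug) for 40 min at 37 C in pH 5.0 citrate/phosphate with 0.01% Tween-20. Released glucose detected by glucose oxidase/Amplex Red, Ex 573/Em 610 nm. Compounds up to 77 uM; AC50 from Hill fits.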
# aGal spleen mod: inhibitors or activators of human alpha-galactosidase in spleen homogenate | P06280 | human spleen homogenate, 4MU-alpha-Gal fluorescence, 40 min | AID 2107 | Potency, µM (top dose mostly 80 µM), for inactives: top-dose activity change, negative = inhibition, most hits filed as inhibitors | hit rate 0.008% among 240,000;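 also: 0% = enzyme with vehicle and -100% = no enzyme basal signal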
# Target sequence (P06280 32-429 limits assumed): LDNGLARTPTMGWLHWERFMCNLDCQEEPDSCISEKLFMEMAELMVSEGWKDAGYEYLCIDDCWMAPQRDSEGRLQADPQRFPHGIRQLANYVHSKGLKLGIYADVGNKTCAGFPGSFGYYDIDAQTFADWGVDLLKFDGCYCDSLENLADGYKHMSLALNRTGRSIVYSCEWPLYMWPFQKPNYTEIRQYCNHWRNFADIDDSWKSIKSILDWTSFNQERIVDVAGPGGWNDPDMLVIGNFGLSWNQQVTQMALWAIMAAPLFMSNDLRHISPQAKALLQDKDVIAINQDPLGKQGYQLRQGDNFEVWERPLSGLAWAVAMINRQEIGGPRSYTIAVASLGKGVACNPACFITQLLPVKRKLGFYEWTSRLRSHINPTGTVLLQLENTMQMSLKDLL
#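 Inhibition or activation of alpha-galactosidase in human spleen homogenate is scored by 4-MU fluorescence after 40 min at 37C, pH 5.0, with 1 mM substrate. AC50s come from concentration-response fitted to the Hill equation.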
# Tau fluor counter: counter-screen for tau fibril formation inhibitors; tau K18 P301L Alexa594 fluorescence, heparin fibrillization; Potency, µM (titrated, usually from 57.7 µM), for the others: at the highest dose activity change, negative = decrease; hit rate 0.93% among 280,000; also: % is scaled to controls: 0 for no effect and ±100 for the full control effect; nearly all actives have a fitted effect of over 55% in size
#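 Human tau K18 P301L (15 uM unlabeled, 0.24 uM Alexa 594-labeled) in 100 mM sodium acetate pH 7 with 20 uM heparin, 6 hr at 37 C. ThT 30 uM added, 1 hr ambient; Alexa 594 FP and total fluorescence read at 555/632 nm.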
# aGlu spleen mod: inhibits or activates alpha-glucosidase in human spleen homogenate. AID 2112. hit rate 0.006% among 240,000. Potency, µM (doses to about 79.9 µM), without a hit: at the highest dose activity change, negative = inhibition, most hits filed as inhibitors. P10253. human spleen homogenate, 4-MU-alpha-glucoside fluorescence;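 also: 0% = enzyme with vehicle and -100% = no enzyme basal signal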
#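 Enzyme source: human spleen homogenate, 1 ug/well. Buffer 50 mM citric acid/K phosphate pH 5.0, 0.01% Tween-20. 4-MU-alpha-glucoside 1 mM; 37 C x 40 min; NaOH/glycine stop; fluorescence.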
# GAA inh: inhibitors of human lysosomal alpha-glucosidase | purified human GAA, 4-MU-alpha-glucoside fluorescence | AID 1466 | Potency, µM (series often up to 76.9 µM), for the others: top-dose activity change, negative = inhibition, usual class: inhibitors | hit rate 0.005% among 200,000 | P10253;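 also: plate controls were uninhibited enzyme wells for no effect and no-enzyme background for full effect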
#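 Human alpha-glucosidase, 4 nM, pre-mixed with test compounds before 400 uM 4-methylumbelliferyl substrate; 20 min room temperature at pH 5.0. Fluorescence read after pH 10 stop; AC50 values from Hill-equation fits.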
# Active calls of the source: *; ? = inconclusive; . = not tested or not shown; & = joins results of further samples; [ ] = another dose, or the depositor's remark. Unless noted, calls follow the shape of the dose curve; as a rule, active = well fitted curve in the direction sought with a large enough effect; inconclusive = small, poorly fitted or top-dose-only effect, or another doubt; inactive = no such curve, though single readings can be large; an effect the other way counts as inactive or inconclusive. Potency is read from the fitted curve at half-maximal effect. Only part of the results is shown; the hit share may differ from the screen's.
SMILES,NPSR antagonist,ALDH1A1 inh,Epigenetic derep,GAA glycogen mod,aGal spleen mod,Tau fluor counter,aGlu spleen mod,GAA inh
Cc1cc(/C=N/n2cnnc2)c(C)n1-c1ccc(OCc2ccc(Cl)cc2)cc1,10µM*,?,5.2%,-1%,5%,-29%,-6%,-15%
N#CCc1nn(-c2ccccc2)c2ncnc(N)c12,4%[7.67 µM],.,-0.3%,5%,-2%,-11%,1%,.
O=C(Nc1ccc2c(c1)OCO2)c1ccc(Cl)nc1,0%[46.1 µM],-4%,2.9%,11%,-2%,-13%,2%,-4%
CCOc1ccccc1C1CC(c2ccc(F)cc2)Nc2nc(N)nn21 (stereo unspecified),-2%[46.1 µM],-15%,0.0%,1%,4%,4%,4%,-7%[15.4 µM]
CCCCCCN(CCCCCC)C(=O)Cc1c(-c2ccc(F)cc2)[nH]c2ccccc12,?,?,-0.2%&8.4%&-0.3%,.,-1%&1%&2%,?,-5%&4%&7%,.
COc1ccccc1-n1cnc2cc(C(=O)NCC3CCCO3)ccc21 (stereo unspecified),-6%[46.1 µM],-3%,0.0%,-14%,-1%,3%,1%,2%
COc1ccc(N(C(=O)c2cccc([N+](=O)[O-])c2)S(=O)(=O)c2cccs2)cc1,-20%,25µM*,1.1%,6%,1%,?,3%,11%
COc1ccc(NC(=O)CSc2nnc(Cc3cccn3C)n2-c2ccc(OC)cc2)cc1,-7%,14µM*,-1.0%,-5%,-14%,-20%,-15%,-4%
CC1=Nc2cc(C(=O)O)ccc2Sc2ccc(C)cc21,-18%,?,-0.6%,-10%,-3%,9%,-1%,-10%
COC(=O)CN1C(CN2CCOCC2)=Nc2ccc(Br)cc2C1c1ccccc1 (stereo unspecified),10%,8%,-1.4%,-3%,-13%,-8%,7%,0%[15.4 µM]
C=CCc1cccc(CNc2nc3ccccc3n2CCN2CCOCC2)c1O,-14%[46.1 µM],-13%,-1.1%,-6%,3%,?,4%,-4%
COc1ccc(/C=C2\CCc3ccccc3C2=O)cc1Cn1cccn1,?,-14%,-3.0%,-1%,6%,-18%,-2%,2%
CCNS(=O)(=O)c1ccc(C(=O)Nc2ccccc2)cc1,-6%[46.1 µM],71%[activator],0.1%,-7%,-4%,-5%,-5%,-3%
C=CCn1c(-c2ccc(OC)c(OC)c2)cs/c1=N\c1ccccn1,-10%[46.1 µM],?,0.0%,-11%,1%,-17%,0%,-2%
COc1ccccc1CC(=O)NCc1ccc2c(c1)OCO2,-13%[46.1 µM],?,-1.0%,-4%,9%,9%,7%,-3%
CCCCOc1ccc(/C=c2\sc3ncnn3c2=O)cc1,-8%[46.1 µM],14%,0.0%,6%,18%,-2%,5%,0%
CC(C)CC(=O)NC(NCC1CCCO1)C(Cl)(Cl)Cl (stereo unspecified),5%[46.1 µM],-4%,7.7%,1%,-2%,-8%,-7%,-11%
Nc1ncnc(Nc2cccc(F)c2)n1,1%,.,0.1%,-2%,-8%,0%,0%,.
O=C(O)c1cc([N+](=O)[O-])ccc1N1CCCCC1,9%,?,-1.1%,17%,-4%,-6%,-1%,1%
COc1ccccc1Nc1nnc(SCc2cc(=O)n3ccsc3n2)s1,5%,-4%,3.3%,-11%,-10%,-16%,.,?

# 4 structures from above, sorted by number of heavy atoms, smallest number first:
SMILES,NPSR antagonist,ALDH1A1 inh,Epigenetic derep,GAA glycogen mod,aGal spleen mod,Tau fluor counter,aGlu spleen mod,GAA inh
O=C(Nc1ccc2c(c1)OCO2)c1ccc(Cl)nc1,0%[46.1 µM],-4%,2.9%,11%,-2%,-13%,2%,-4%
C=CCn1c(-c2ccc(OC)c(OC)c2)cs/c1=N\c1ccccn1,-10%[46.1 µM],?,0.0%,-11%,1%,-17%,0%,-2%
COC(=O)CN1C(CN2CCOCC2)=Nc2ccc(Br)cc2C1c1ccccc1 (stereo unspecified),10%,8%,-1.4%,-3%,-13%,-8%,7%,0%[15.4 µM]
CCCCCCN(CCCCCC)C(=O)Cc1c(-c2ccc(F)cc2)[nH]c2ccccc12,?,?,-0.2%&8.4%&-0.3%,.,-1%&1%&2%,?,-5%&4%&7%,.

# (list continues)
SMILES,NPSR antagonist,ALDH1A1 inh,Epigenetic derep,GAA glycogen mod,aGal spleen mod,Tau fluor counter,aGlu spleen mod,GAA inh
Cc1[nH]c2ccccc2c1C(=O)COC(=O)Cn1c(C)nc2ccccc21,11%,?,0.1%,-3%,1%,-2%,2%,?
Cc1c(N2C(=O)/C(=C3/C(=O)N(C)c4ccccc43)SC2=S)c(=O)n(-c2ccccc2)n1C,0%[46.1 µM],0%,0.9%,-9%,6%,-5%,-9%,0%
O=C(CSCc1ccccc1Cl)NN1C(=O)c2ccccc2C1=O,-16%[46.1 µM],?,-2.1%,-4%,-8%,-23%,2%,-2%
Cc1c(Br)ccc(NC(=O)c2ccccc2[N+](=O)[O-])c1C,6%,16%,-0.3%,21%,-4%,-2%,-1%,-1%
CC(C)N1CCN(Cc2cnc(N3CCCC3)s2)CC1CCO (stereo unspecified),-7%,1%,-4.2%,5%,0%,-6%,-3%,5%
O=C1CN(C(=O)c2ccc(Cl)nc2)c2ccccc2N1,7%,7%,0.4%,5%,-3%,3%,-4%,-10%
Cc1cccn2cc(CCNC(=O)c3ccc(Br)o3)nc12,-2%[46.1 µM],6%,0.0%,-3%,-3%,-2%,-8%,-3%
Cc1ccsc1C(=O)C1CCCN(Cc2cccn2-c2ccc(Cl)cn2)C1 (stereo unspecified),54%,?,-2.1%,9%,2%,-1%,1%,2%
O=C(Cn1c(SCC(=O)N2CCc3ccccc32)nc2ccccc21)NC1CCCC1,3%,1%,1.0%,4%,2%,-2%,-6%,2%
O=C(c1ccccc1)c1c[nH]c(C(=O)NCCCn2ccnc2)c1,-10%[46.1 µM],-2%,-2.5%,4%,-5%,-2%,6%,-4%
O=C(Nc1nc(-c2ccccn2)cs1)C1CCCC1,-30%,?,-0.2%,3%,2%,-11%,.,-4%
c1ccc(N2CCCCC2)c(Nc2nc3ccccc3n3cnnc23)c1,-40%,.,0.1%,2%,-1%,-19%,-2%,.
O=C(OC(C(=O)NCc1ccco1)C(OC(=O)c1ccccc1)C(=O)NCc1ccco1)c1ccccc1 (stereo unspecified),0%,10%,-0.8%,16%,-1%,6%,0%,8%
NNC(=O)c1oc2nc(-c3ccccc3)cc(-c3ccco3)c2c1N,-26%,.,0.0%,?,-2%,?,-12%,.
CCCCNC(=S)NNC(=O)c1csc(C)c1CC,-1%,4%,3.4%,?,10%,-18%,1%,-6%
COc1ccc(NC(=S)NC(NC(=O)c2cccc3ccccc23)C(Cl)(Cl)Cl)c([N+](=O)[O-])c1 (stereo unspecified),?,28µM*,-0.3%,9%,-21%,?,-4%,-16%
Cc1cc(C(=O)CN2C(=O)NC3(CCCc4sccc43)C2=O)c(C)n1-c1ccccc1 (stereo unspecified),-28%,28µM*,-1.0%,-8%,-1%,-10%,0%,-16%
O=C(O)Cc1ccc(-c2ccccc2)cc1,-13%,-6%,2.9%,-3%,1%,-14%,-12%,?
O=C(OCCCCN1C(=O)c2ccccc2C1=O)c1n[nH]c2ccccc12,-19%[46.1 µM],9%,-2.8%,-17%,-1%,-28%,0%,-6%
Cn1c(CO)cnc1SCC(=O)c1ccc(Cl)cc1,8%,22µM*,1.3%,-6%,-4%,-1%,-6%,3%
CCCCCCCCCc1nc2sc3c(c2c(=O)n1NC(=O)c1ccc([N+](=O)[O-])cc1)CC(C)(C)OC3,-37%,7.1µM*,-3.0%,-6%,0%,11%,-3%,-5%
CC(C)OC(=O)Nc1ccc2c(c1)N(C(=O)CCN1CCOCC1)c1ccccc1CC2,3%,2%,5.7%,21%,4%,4%,2%,9%
N#C/C(=C(/O)COC(=O)COc1ccc(Cl)cc1)c1nc2ccccc2[nH]1,2%,-5%,?,-7%,-4%,-19%,1%,-6%
COc1ccc(C)cc1NC(=O)C1CCN(S(=O)(=O)c2cccc3cccnc23)CC1,-7%,-7%,-1.0%,-6%,1%,-7%,-1%,2%
COc1cccc(C2=NOC(C(=O)N3CCN(Cc4ccccc4)CC3)C2)c1OC (stereo unspecified),-11%[46.1 µM],-5%,-1.2%,5%,5%,-9%,-2%,?
CCOc1ccc(Nc2nc(Cc3nnc(SCC(=O)O)o3)cs2)cc1,5%[46.1 µM],?,1.5%,14µM*,-1%,-20%,-4%,8%
CCc1ccc(NC2Nc3cc(C)nn3S2)cc1 (stereo unspecified),-3%,10µM*,?,-4%,-1%,-1%,3%,-5%
Cc1cccc(NC(=S)NCCC(c2ccccc2)c2ccccc2)c1,-22%,-15%,0.0%,-1%,-9%,?,-8%,3%
COC(=O)[C@@]1(Cc2ccc(F)cc2)[C@H]2c3cc(C(=O)N4CCCC4)n(CCc4c[nH]c5ccc(OC)cc45)c3C[C@H]2CN1C(=O)c1ccccc1,-32%,-10%&-6%,1.0%&1.7%,-7%,-14%&13%,-25%&-23%,4%&-6%,-1%
O=C(CN1C(=O)c2ccccc2C1=O)NCc1ccc(N2CCOCC2)cc1,-9%,5%,0.0%,-8%,1%,-11%,1%,-2%
CCN(CCNC(=O)C1CCCN(Cc2nc(-c3ccc(OC)cc3)oc2C)C1)c1ccccc1 (stereo unspecified),?,?,-2.2%,-5%,1%,-20%,-4%,-15%
COC(=O)c1cc(=O)c2c(C)nc(C(Cl)(Cl)Cl)nc2[nH]1,-6%,-3%,-1.4%,9%,-8%,5%,-1%,-3%
COc1cccc(C=Nc2cccnc2)c1O,-43%[46.1 µM],-3%,0.0%,-4%,-8%,-8%,-3%,-11%
O=C(COC(=O)c1cc[n+]([O-])cc1)Nc1ccc([N+](=O)[O-])cc1,10%,-3%,-0.4%,1%,2%,-3%,2%,5%
COc1ccc(NC(=O)C(c2ccc(OC)cc2)N(C)C(=O)c2cnccn2)cc1 (stereo unspecified),-8%[46.1 µM],?,1.2%,-25%,17%,0%,11%,-14%
CCOC(=O)N1CCC(n2c(SCC(=O)OCc3ccccc3)nc3ccsc3c2=O)CC1,-26%[46.1 µM],-6%,0.0%,-3%,2%,-14%,-2%,-3%
O=S(=O)(c1ccc(Cl)cc1)c1nc(-c2ccco2)oc1N1CCOCC1,-6%,.,2.3%,0%,14%,5%,3%,.
CC(=O)c1ccc(-n2ccnc2)cc1,-8%,.,-2.0%,-1%,10%,-12%,4%,.
